Screens as filed in PubChem BioAssay.
SNCA expr inh: SNCA gene expression inhibition; Potency, µM (titrated, usually from 57.2 µM), inactives show at the top dose activity change, negative = inhibition, actives largely listed as inhibitors; HEK-293 SNCA-luciferase knock-in, luminescence, 24 h; AID 1671194; actives 0.17% (n = 140,000);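 also: potency is read from the fitted curve at half-maximal effect; plate controls were DMSO cells for no effect and cell-free wells for full effect; nearly all actives have a fitted effect of over 45% in size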
NIH3T3 tox: NIH 3T3 cell cytotoxicity. actives 4.3% (n = 94,000). Potency, µM (series often up to 96.7 µM), for the others: top-dose activity change, negative = cytotoxicity, hits mostly inhibitors. NIH 3T3 viability, CellTiter-Glo ATP luminescence, 48-72 h; also: potency is read from the fitted curve at half-maximal effect; nearly all actives have a fitted effect of over 55% in size
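Cells were seeded at 400 per well, treated with pin-transferred compound, and kept 48 or 72 hr at 37 °C before CellTiter-Glo addition and luminescence imaging of cellular ATP.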
IP6K1 inhibitor: inhibitors of human IP6K1. Q92551. IP6K1 kinase, ADP-Glo luminescence, 2 h; hits give low values. activity change, % (series mostly up to about 58 µM). actives 0.81% (n = 140,000). AID 1645851; in the data active = activity change below about -25%
Target sequence (Q92551 whole entry, looked up): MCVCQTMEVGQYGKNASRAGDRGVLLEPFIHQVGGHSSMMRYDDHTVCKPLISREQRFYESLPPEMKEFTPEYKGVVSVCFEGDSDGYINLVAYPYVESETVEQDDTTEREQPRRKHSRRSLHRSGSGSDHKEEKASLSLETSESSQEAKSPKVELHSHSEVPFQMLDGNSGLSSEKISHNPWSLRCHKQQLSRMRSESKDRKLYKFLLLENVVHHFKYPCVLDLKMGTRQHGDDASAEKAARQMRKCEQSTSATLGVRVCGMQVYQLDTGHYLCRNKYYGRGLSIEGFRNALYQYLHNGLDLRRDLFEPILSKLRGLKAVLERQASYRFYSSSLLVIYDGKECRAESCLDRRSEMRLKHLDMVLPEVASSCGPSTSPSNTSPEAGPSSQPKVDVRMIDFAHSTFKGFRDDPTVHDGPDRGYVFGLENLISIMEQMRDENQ
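ADP-Glo luminescence measures ADP made by human IP6K1 during a 2 h RT reaction with ATP/IP6 (mix at 1.3 mM/130 uM); top library doses 57.5 and 19.1 uM final.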
HEK293 viab: cell viability loss counter-screen | HEK-293-SNCA-luc viability, GF-AFC fluorescence, 24 h | Potency, µM (highest dose often 57.1 µM), without a hit: at the highest dose activity change, negative = cytotoxicity, most hits filed as cytotoxic | actives 0.12% (n = 150,000);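 also: potency is read from the fitted curve at half-maximal effect; 0% = DMSO-treated cells and -100% = medium-only wells without cells; nearly all actives have a fitted effect of over 30% in size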
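Cytotoxicity counterscreen: after 24 h compound treatment of genome-edited SNCA-luciferase HEK-293 cells, live-cell protease substrate GF-AFC read by fluorescence after 30 min; activity scaled between DMSO (0%) and medium-only (-100%), curves Hill-fitted.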
Luciferase inh: inhibitors of firefly (Photinus pyralis) luciferase. actives 2.5% (n = 76,000). AID 1347043. P08659. Potency, µM (titrated, usually from 115 µM), without a hit: at the top dose activity change, negative = inhibition, usual class: inhibitors. purified P. pyralis luciferase, luminescence, biochemical; also: potency is read from the fitted curve at half-maximal effect; nearly all actives have a fitted effect of over 65% in size
Target sequence (P08659 whole entry, looked up): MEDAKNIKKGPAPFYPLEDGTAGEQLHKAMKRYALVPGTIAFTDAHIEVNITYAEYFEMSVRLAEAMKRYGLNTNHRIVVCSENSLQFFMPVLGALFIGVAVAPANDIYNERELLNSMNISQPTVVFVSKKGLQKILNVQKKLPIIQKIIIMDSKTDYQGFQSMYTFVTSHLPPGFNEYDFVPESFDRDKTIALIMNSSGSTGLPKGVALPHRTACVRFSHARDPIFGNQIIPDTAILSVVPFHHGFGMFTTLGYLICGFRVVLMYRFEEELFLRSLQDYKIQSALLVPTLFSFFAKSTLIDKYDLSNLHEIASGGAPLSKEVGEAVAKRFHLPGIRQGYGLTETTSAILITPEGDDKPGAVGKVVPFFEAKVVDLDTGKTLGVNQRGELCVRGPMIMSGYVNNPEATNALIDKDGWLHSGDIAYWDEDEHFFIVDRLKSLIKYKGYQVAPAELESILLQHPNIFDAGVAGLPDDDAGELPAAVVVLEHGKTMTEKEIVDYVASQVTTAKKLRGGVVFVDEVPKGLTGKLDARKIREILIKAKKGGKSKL
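Biochemical qHTS: compound (6-point titration) added to 10uM D-luciferin plus 10uM ATP in Tris acetate pH 7.5 buffer with Mg, Tween-20 and BSA, then purified enzyme at 10nM; light output imaged.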
HEK293 tox: kills HEK 293 cells; HEK 293 viability, ATP luminescence (CellTiter-Glo), 48-72 h; Potency, µM (series often up to 115 µM), for the others: at the top dose activity change, negative = cytotoxicity, hits mostly inhibitors; actives 6.6% (n = 94,000); AID 1345083; also: potency is read from the fitted curve at half-maximal effect; nearly all actives have a fitted effect of over 60% in size
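250 HEK 293 cells/well; compound by pintool; incubated 48 or 72 hr at 37 degree Celsius; CellTiter-Glo added, 10 min RT, luminescence imaged.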
GPT2 inhibitor: GPT2 alanine aminotransferase inhibition; Recombinant GPT2, coupled pyruvate oxidase/HRP Amplex Red fluorescence; Potency, µM (top dose mostly 57.7 µM), inactives show top-dose activity change, negative = inhibition, most hits filed as inhibitors; actives 0.25% (n = 100,000); AID 1671188; also: potency is read from the fitted curve at half-maximal effect; nearly all actives have a fitted effect of over 60% in size; many of its hits are not listed in these tables
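GPT2 10ng/uL, a-KG 250uM, L-Ala 2mM, HEPES pH7.5 + 0.0001% Tween; 30 min RT. Then Amplex mix (PO/HRP/ThPP), 30 min RT dark, fluorescence. AOA 50uM used as positive control.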
The depositor's hits bear a star; i = inactive; u = inconclusive; x = not tested or not shown; [ ] = dose if it differs, or a comment. Unless noted, calls follow the shape of the dose curve; as a rule, active = well fitted curve in the direction sought with a large enough effect; inconclusive = small, poorly fitted or top-dose-only effect, or another doubt; inactive = no such curve, though single readings can be large; an effect the other way counts as inactive or inconclusive. Unless noted, % is scaled to controls: 0 for no effect and ±100 for the full control effect. Only part of the results is shown (hit frequency here may not be typical).

SMILES	SNCA expr inh	NIH3T3 tox	IP6K1 inhibitor	HEK293 viab	Luciferase inh	HEK293 tox	GPT2 inhibitor
O=C(CC1CCCN(c2cnn(CC3CC3)c(=O)c2)C1)N1CCCC1 (stereo unspecified)	-13%	u	16	-7%	-8%	-8%	i
COc1ccccc1-c1nnc(SCC(=O)c2ccc(F)cc2)n1-c1ccccc1	u	x	-1	-27%	x	x	x
CCN1CC2(CCN(C(=O)CCc3n[nH]c4c3CCCC4)CC2)OC1=O	39%[activator]	-15%	-6	13%	8%	-3%	i
CCO[C@H]1CN(C2CCN(CCc3ccccc3)CC2)C[C@@H]1O	-7%	-18%	-2	-2%	0%	-20%	-30%
COc1ccc(-c2[nH]ncc2CN2CCc3nc(N4CCN(C)CC4)[nH]c(=O)c3CC2)cc1	-4%	i	0	-7%	14%	-4%	-10%
C/C(=C\CCC(C)(C)O)CCO[C@@H]1O[C@H](CO[C@@H]2O[C@@H](C)[C@H](O)[C@@H](O)[C@H]2O)[C@@H](O)[C@H](O)[C@H]1O	x	x	3	-13%[23.9 µM]	x	x	i
COCc1cc(=O)n(CC(=O)Nc2cc(OC)cc(OC)c2)c(N2CCOCC2)n1	3%	-9%	21	-14%	-6%	-14%	u
CCCN1C(=O)Cc2ccccc2C1C(=O)NCc1cccc(F)c1 (stereo unspecified)	-26%	-3%	2	-4%	-2%	-6%	i
COC(=O)NCC(=O)N1CC[C@@H]2[C@@H](CCC(=O)N2CCc2ccccc2)C1	-28%	1%	5	-6%	11%	-25%	-11%
CC(C)(C)c1ccc(C(=O)NC2=NC(c3cccc(F)c3)CC(=O)N2)cc1 (stereo unspecified)	8%	x	11	-9%	x	x	x
Cn1ccnc1CN1C[C@@H](F)[C@@H](OCc2nc3ccc(F)cc3[nH]2)C1	1%[87.6 µM]	i	13	9%[87.6 µM]	-5%[172 µM]	1%[172 µM]	1%[88.5 µM]
CC(=O)c1ccc(OC(=O)c2c(-c3ccccc3Cl)noc2C)cc1	52%[activator]	x	-42*	9%	x	x	x
C[C@]12CC[C@@H]3c4ccc(O)cc4CC[C@H]3[C@@H]1C[C@@H](O)[C@@H]2O	3%[25.6 µM]	x	0	-24%[23.9 µM]	x	x	-13%
CC(C)c1noc([C@@H]2C[C@@H](O)CN2Cc2ccc(S(C)(=O)=O)cc2)n1	-10%[87.6 µM]	u	-5	4%[87.6 µM]	-2%[172 µM]	-19%[172 µM]	i
O=C1N[C@H](CCC(=O)N2CCC(c3nc4ccccc4[nH]3)CC2)C(=O)Nc2ccccc21	-18%	i	18	2%	-2%	10%	i
COc1cccc(N2CCN(C(=O)c3cnc4c(-c5ccc(F)cc5)c(C)nn4c3C)CC2)c1	-27%	x	10	-2%	x	x	x
CC(C)C[C@@H]1N[C@H](C(=O)NCC2CC2)Cc2cn(Cc3ccncc3)c3cccc1c23	u	u	-7	u	3%[172 µM]	35µM*	3%[88.5 µM]
O=C([C@@H]1C[C@H](Oc2cccnc2)CN1S(=O)(=O)c1cccnc1)N1CCCC1	7%	i	13	-7%	4%	i	-3%
CCc1nnc(SCc2nc(-c3cccc(Cl)c3)oc2C)c2cc3sc(C)cc3n12	-29%	x	34	3%	x	x	x
Cc1ccc(NCc2cccn2-c2nnc(N3CCC(C(=O)NCCC(C)C)CC3)s2)cc1	u	x	3	u	x	x	x
CCNC(=O)[C@@H]1CCCN1C(C)(C)C(=O)NC	-1%[87.6 µM]	-16%[230 µM]	-16	1%[87.6 µM]	1%[230 µM]	-8%[230 µM]	4%[88.5 µM]
CCOc1ccc(/C=C/C(=O)Nc2sc3c(c2C(=O)OC)CCCC3)cc1	0%	x	-2	u	x	x	x
Cc1ccc(C(=O)NC(C(=O)N2CCCCC2)C2CCN(C(=O)c3ccc(C)cc3)CC2)cc1 (stereo unspecified)	u	-8%	-3	-4%	-3%	u	1%
Cc1ccc(-n2nc(C)c3c(C(=O)Nc4ccc(C)cc4Cl)cc(C)nc32)cc1	-1%	x	-10	-16%	x	x	x
C[C@H]1/C=C/C=C/C=C/C=C/C=C/[C@@H](O)[C@H](C(=O)O)[C@H](O)C[C@H](O)CCC[C@H](O)C[C@H](O)C[C@H](O)[C@@H](C)C(=O)O[C@@H]1C	x	x	8	-3%[23.9 µM]	x	x	3%[17.1 µM]
CCN(CC)C(=O)[C@@H]1CCC[C@@H](NCc2ccc(OC)cc2)CN(C)C(=O)C1	-5%[87.6 µM]	-1%[174 µM]	-4	-1%[87.6 µM]	1%[172 µM]	i	i
CC1CCC2(CC1)NC(=O)N(CC(=O)NCc1cccc(Br)c1)C2=O (stereo unspecified)	17%	u	6	-4%	9%	u	i
COc1ccc(-n2c(=O)c(C(=O)N3CCC(c4ccccc4)CC3)nc3cccnc32)cc1	-22%	-8%	13	-6%	x	2%	-1%
COCC1CN(C(C)=O)CC12CCN(S(=O)(=O)c1cccs1)CC2 (stereo unspecified)	-9%	-16%	30	4%	1%	-13%	i
N#Cc1ccc(C(=O)Nc2ccccc2-c2nc3ccccc3s2)c(F)c1	0%	x	-12	-8%	x	x	x
FC(F)(F)c1ccnc(N2CCC(OCc3cccnc3)CC2)n1	u	u	9	-14%	-2%	u	u
Cc1nc2nc(SCC(=O)NC3CCCCC3)nn2c(C)c1Cc1ccccc1Cl	15%	x	19	6%	x	x	x
Cc1nccn1CCNC(=O)CCC[C@@H]1[C@H]2CCCN3CCC[C@@H](CN1Cc1ccccc1)[C@@H]23	-7%	-18%	-12	-1%	13%	0%	3%
O=C(NCC(c1ccc2c(c1)OCO2)N1CCOCC1)C(=O)Nc1ccc(F)cc1F (stereo unspecified)	57%[activator]	x	21	11%	x	x	x
C[C@@H](NC(=O)Cc1ccccc1)c1c(-c2ccc(Cl)cc2)noc1C(=O)O	-10%[87.6 µM]	u	-13	14%[87.6 µM]	-24%[172 µM]	-23%[172 µM]	1%[88.5 µM]
CCN(c1cc(C)cc(C)c1)S(=O)(=O)c1nnc(NC(=O)c2cccc(F)c2)s1	-50%	x	-5	-9%	x	x	x

Quoted from the listing for reference:
SMILES	SNCA expr inh	NIH3T3 tox	IP6K1 inhibitor	HEK293 viab	Luciferase inh	HEK293 tox	GPT2 inhibitor
O=C(NCC(c1ccc2c(c1)OCO2)N1CCOCC1)C(=O)Nc1ccc(F)cc1F (stereo unspecified)	57%[activator]	x	21	11%	x	x	x
C[C@@H](NC(=O)Cc1ccccc1)c1c(-c2ccc(Cl)cc2)noc1C(=O)O	-10%[87.6 µM]	u	-13	14%[87.6 µM]	-24%[172 µM]	-23%[172 µM]	1%[88.5 µM]
CCN(c1cc(C)cc(C)c1)S(=O)(=O)c1nnc(NC(=O)c2cccc(F)c2)s1	-50%	x	-5	-9%	x	x	x

Carrying on:
SMILES	SNCA expr inh	NIH3T3 tox	IP6K1 inhibitor	HEK293 viab	Luciferase inh	HEK293 tox	GPT2 inhibitor
O=C(NCc1ccncc1)c1ccc2c(c1)OCCN(c1cccc(OC(F)(F)F)c1)C2	-17%	u	-15	1%	9%	u	i
COC(=O)/C=C/C12COC(C)(C)C1C(O)C(OC(C)=O)C1(C)C2CCC2(C)C(c3ccoc3)OC(=O)C3OC321 (stereo unspecified)	x	x	9	-1%[23.9 µM]	x	x	-3%[27.3 µM]
CNC(=O)C(C)(C)N1CCC[C@H]1C(=O)N1CCCCC1	6%[87.6 µM]	i	-1	1%[87.6 µM]	-5%[230 µM]	i	-4%[88.5 µM]
COCCNC(=O)C(NC(=O)c1ccc(OC)cc1)C1CCN(C(=O)c2ccccc2)CC1 (stereo unspecified)	-19%	i	-14	-3%	2%	i	-5%
O=C(c1ccc(F)cc1)N1CCCC(c2nc(-c3ccc(F)cc3)no2)C1 (stereo unspecified)	x	x	-2	-11%	x	x	i
Cc1[nH]ncc1CNC(=O)[C@H]1CN(Cc2ccccc2)C[C@H]1C(=O)O	-15%	-17%	5	6%	-6%	-21%	i
COc1ccc(-c2nc3c(c(=O)[nH]2)CCN(S(=O)(=O)c2cccc4cccnc24)C3)cc1	1%	-3%	20	3%	-8%	-2%	i
COc1cccc(CCC(=O)N2CCC(Cc3nc(-c4ccc(F)cc4)no3)CC2)c1	-20%	u	12	-5%	-1%	u	i
OC1(CN2CCCCC2)CCN(Cc2ccc(Cl)cc2)C1 (stereo unspecified)	-8%	u	9	-25%	3%	u	-1%[11.5 µM]
NC(=O)c1cccc(-c2cc(OC(=O)NC3CCCCC3)ccc2O)c1	x	x	-9	-1%	x	x	1%
O=C(c1ccccc1OC1CCN(Cc2ccccn2)CC1)N1CCCC(O)C1 (stereo unspecified)	-2%	-12%	0	-1%	0%	-12%	-2%
COc1ccc(CCNC(=O)c2nnc(Cc3ccc(Cl)cc3)o2)cc1OC	-6%	x	-12	-5%	x	x	x
Cn1c(CO)nnc1CC1CCN(C(=O)c2ccc3ccccc3n2)CC1	3%	1%	-8	11%	-7%	-6%	2%
CN1C(=O)CCCCC1C(=O)NCc1ccccc1 (stereo unspecified)	8%	1%	27	3%	-2%	-5%	i
Cc1ccc(OCC(=O)Nc2nnc(S(=O)(=O)N3CCCCCC3)s2)cc1	-20%	x	7	6%	x	x	x
Cc1cccc2nc(-c3cccnc3)c(Nc3ccc(C(C)C)cc3)n12	u	x	-1	u	x	x	x
O=C(C1CCCO1)N1CCc2c(n(Cc3cccnc3)n(-c3ccccc3)c2=O)C1 (stereo unspecified)	15%[87.6 µM]	u	17	6%[87.6 µM]	-2%[172 µM]	-11%[172 µM]	-3%[88.5 µM]
Cc1ccc(NC(=O)CSc2ncc(-c3ccccc3)[nH]2)cc1	11%	x	-1	4%	x	x	x
O=C(c1cccnc1)N1CCC(Cc2nc(C3CCOCC3)no2)CC1	1%	-28%	0	3%	0%	u	i
Cn1c2c(c3cc(F)ccc31)CN(C(=O)Nc1ccc(Cl)cc1Cl)CC2	-19%	u	-7	-6%	-10%	u	i
COc1ccc2cc3cc(C(=O)N4CCN(c5ccc(C(C)=O)cc5)CC4)sc3nc2c1Cl	22%	x	-8	0%	x	x	x
CCOCCOC1CCN(C(=O)c2ccnn2C)CC1	-9%	0%	11	2%[12.5 µM]	-7%	17%	i
O=C(NC1CCCCC1)c1ccc2nnc(Cc3ccco3)n2c1	9%[87.6 µM]	-13%[138 µM]	-7	5%[87.6 µM]	x	0%[172 µM]	-4%[88.5 µM]
Cn1ccnc1-c1cn(CCOCc2ccccc2)nn1	0%	-15%	-6	-3%	4%	-24%	i[11.5 µM]
CC(C)NC(=O)N1CCC2(CC1)CN(C(=O)c1ccnc(N)c1)Cc1ccccc1O2	14%	2%	10	3%	x	-12%	-14%
CC(=O)NC1CC2(CCN(C(=O)Cc3ccc(O)cc3)CC2)c2ccccc21 (stereo unspecified)	31%[activator]	-4%	3	-17%	x	i	-13%
COc1ccc(CCNC(=O)CN2C(=O)NC3(CCCCC3)C2=O)cc1OC	8%	-10%	1	-7%	-2%	3%	i
